Compound activity: PubChem BioAssay, several laboratories
PP5 inh – PP5 (human) phosphatase inhibition | purified PP5c, OMFP substrate fluorescence | inhibition, % at 6.7 µM | 320,000 tested, 0.18% active | AID 1987;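 active = inhibition above the campaign's mean inhibition across all tested compounds plus 3 SD, cut at about 9.5% in these data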;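 note: 0% = DMSO only and 100% = 100 µM cantharidin control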
core dimer inh – HCV core protein dimerization inhibition; inhibition, % at 5 µM; TR-FRET GST/Flag-core106 dimerization, 1536-well; AID 1899; 300,000 tested, 0.33% active;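 active = inhibition above the mean of all tested compounds plus 3 SD, set per screening campaign, cut at about 45% in these data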
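Material: GST/Flag-tagged HCV core106 proteins. Incubation: 4 h, 22.5 °C incubation. Read-out basis: inhibition (%) from 671 over 617 nm ratio. Measured by: TR-FRET, excitation 340 nm, emission 617 and 671 nm.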
PP1 counter – blocks human PP1-alpha phosphatase, a PP5 counter-screen; 320,000 tested, 0.9% active; purified PP1alpha, OMFP fluorescence; P62136; inhibition, % at 6.7 µM;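 active = inhibition above the mean inhibition of all tested compounds plus 3 SD, computed separately for each screening campaign, cut at about 15% in these data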
Target sequence (P62136 whole entry, looked up): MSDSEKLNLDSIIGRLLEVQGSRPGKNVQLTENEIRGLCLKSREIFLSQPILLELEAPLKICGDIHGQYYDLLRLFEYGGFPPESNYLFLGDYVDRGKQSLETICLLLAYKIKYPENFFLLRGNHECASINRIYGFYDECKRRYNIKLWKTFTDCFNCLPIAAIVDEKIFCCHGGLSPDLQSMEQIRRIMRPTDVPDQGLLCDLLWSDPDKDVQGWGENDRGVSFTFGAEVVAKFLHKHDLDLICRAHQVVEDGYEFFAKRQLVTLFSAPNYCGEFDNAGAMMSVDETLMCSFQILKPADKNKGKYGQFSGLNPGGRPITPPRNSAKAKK
TPT1 inh – blocks Candida albicans tRNA 2'-phosphotransferase. 300,000 tested, 0.81% active. recombinant caTPT1, FP RNA substrate dephosphorylation. AID 1962. inhibition, % at 5 µM;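 active = inhibition above the mean of all tested compounds plus 3 SD, set per screening campaign, cut at about 24% in these data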;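 note: plate controls were DMSO alone for no effect and ferristatin control at 100 nM for full effect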
Efflux pump mplx – antifungal efflux pump inhibition, Nile Red retention; S. cerevisiae Candida pump triplex; inhibition, % at 10 µM; 330,000 tested, 0.44% active;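 active = plate passing quality check with inhibition over a set limit, or well fluorescence over plate mean plus 4 SD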;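 note: Nile Red retained in pooled yeast measured as flow cytometry median fluorescence; 0% = buffer negative control and 100% = Enniatin B positive control; higher means more Nile Red kept so more efflux inhibition; some compounds called inactive have numbers as strong as hits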
ZTA counter – counter-screen for EBNA-1 inhibitors: inhibitors of Epstein-Barr virus ZTA; inhibition, % at 11 µM; P03206; ZTA-DNA binding, fluorescence polarization; 320,000 tested, 0.15% active; AID 2234; in the data active = inhibition above about 33%
Target sequence (P03206 whole entry, looked up): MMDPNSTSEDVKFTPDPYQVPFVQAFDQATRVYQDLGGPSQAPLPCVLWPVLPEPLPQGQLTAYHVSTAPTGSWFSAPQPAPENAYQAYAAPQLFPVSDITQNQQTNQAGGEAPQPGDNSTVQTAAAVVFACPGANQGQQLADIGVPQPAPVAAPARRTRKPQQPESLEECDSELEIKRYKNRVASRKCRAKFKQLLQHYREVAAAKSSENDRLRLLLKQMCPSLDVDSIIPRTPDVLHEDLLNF
PREPL inhibitor – inhibits the human prolyl oligopeptidase-like enzyme. recombinant PREPL, fluorescence polarization activity-based probe. 320,000 tested, 0.68% active. inhibition, % at 5.96 µM; in the data active = inhibition above about 43%;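 note: 0% = enzyme with DMSO and 100% = wells lacking enzyme; many of its hits are not listed in these tables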
EBNA-1 inhibitor – blocks EBNA-1 binding to DNA. EBNA-1 DNA binding, fluorescence polarization. inhibition, % at 14.8 µM. 300,000 tested, 0.34% active; in the data active = inhibition above about 28%
CTSL1 counter – counter-screen for PFM18AAP inhibitors: inhibitors of F. hepatica cathepsin L1. 300,000 tested, 0.49% active. inhibition, % at 5.96 µM. recombinant F. hepatica cathepsin L1, Z-Leu-Arg-MCA fluorescence. AID 1906;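 active = inhibition above the mean of all tested compounds plus 3 SD, set per screening campaign, cut at about 17% in these data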;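 note: 0% = plate median of test compound wells and 100% = 1 µM Z-Phe-Ala-diazomethylketone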
An asterisk follows results filed as active. Only part of the results is shown, so the mix of outcomes need not match the whole.

For O=C(COC(=O)c1cn(-c2ccccc2)nc1-c1ccc(F)cc1)Nc1ncc(Cl)cc1Cl the results were PP5 inh 7.0, core dimer inh 10, PP1 counter -2, TPT1 inh 2, Efflux pump mplx 0.1, ZTA counter 8, PREPL inhibitor 3, EBNA-1 inhibitor -6 and CTSL1 counter -2.
`CC1CCN(C(=O)c2ccc(NS(C)(=O)=O)cc2)CC1` gave PP5 inh 1.8, core dimer inh -3, PP1 counter -2, TPT1 inh -2, Efflux pump mplx 0.6*, ZTA counter -5, PREPL inhibitor 4, EBNA-1 inhibitor -12 and CTSL1 counter -4.
For O=C(COc1cccc(Oc2ccccc2)c1)Nc1ncccn1 the results were PP5 inh -0.3, core dimer inh -4, PP1 counter 5, TPT1 inh -4, Efflux pump mplx 0.2, ZTA counter -8, PREPL inhibitor 5, EBNA-1 inhibitor -29 and CTSL1 counter -1.
Screening Cc1ccc(C(CCN(Cc2ccccc2)C(=O)c2ccco2)c2ccco2)cc1 (centres undefined) returned PP5 inh 3.6, core dimer inh 38, PP1 counter -1, TPT1 inh 5, Efflux pump mplx 0.0, ZTA counter -1, PREPL inhibitor -3, EBNA-1 inhibitor 4 and CTSL1 counter 4.
Screening Cc1ccc(C(=O)NC(N2CCCC2)C(Cl)(Cl)Cl)cc1 (centres undefined) returned PP5 inh -0.2, core dimer inh 1, PP1 counter -2, TPT1 inh 0, Efflux pump mplx 0.4, ZTA counter 17, PREPL inhibitor -1, EBNA-1 inhibitor -5 and CTSL1 counter -5.
`O=C1NC2(CCCC2)N=C1c1ccc(Cl)cc1` gave PP5 inh -1.8, core dimer inh -1, PP1 counter -6, TPT1 inh -3, Efflux pump mplx -0.1, ZTA counter 9, PREPL inhibitor -3, EBNA-1 inhibitor 10 and CTSL1 counter -2.
CNS(=O)(=O)c1cccc(C(=O)OCC(=O)c2c(N)n(C)c(=O)n(C)c2=O)c1 was read as PP5 inh -1.3, core dimer inh -5, PP1 counter 2, TPT1 inh 0, Efflux pump mplx -0.1, ZTA counter 13, PREPL inhibitor 17, EBNA-1 inhibitor -7 and CTSL1 counter 2.
COc1ccc(S(=O)(=O)N2CCN(C(=O)c3ccco3)CC2)cc1C(C)(C)C was read as PP5 inh 3.0, core dimer inh 8, PP1 counter 4, TPT1 inh 0, Efflux pump mplx -0.1, ZTA counter 5, PREPL inhibitor -1, EBNA-1 inhibitor -12 and CTSL1 counter -3.
`Cc1ccc(-c2cc(C(=O)OCC(=O)Nc3ncc(C(F)(F)F)cc3Cl)c3ccccc3n2)cc1` gave PP5 inh 3.4, core dimer inh 8, PP1 counter -2, TPT1 inh 1, Efflux pump mplx 0.3, ZTA counter -13, PREPL inhibitor -9, EBNA-1 inhibitor -7 and CTSL1 counter -5.
Screening O=C1NC2(CCCCC2)Cc2ccccc21 returned PP5 inh -1.4, core dimer inh -10, PP1 counter -2, TPT1 inh 2, Efflux pump mplx 0.0, ZTA counter -11, PREPL inhibitor 2, EBNA-1 inhibitor -1 and CTSL1 counter -4.
For O=C(CCNC(=O)Cn1ccc2ccccc2c1=O)NCCCN1CCN(c2ccccc2F)CC1 the results were PP5 inh 3.4, core dimer inh 0, PP1 counter 0, TPT1 inh -1, Efflux pump mplx 0.1, ZTA counter 0, PREPL inhibitor 12, EBNA-1 inhibitor -4 and CTSL1 counter 1.
`CCOc1cc(C2c3c(n[nH]c3C)C(=O)N2c2ccc(Br)cc2)ccc1O` (centres undefined) gave PP5 inh 0.4, core dimer inh 7, PP1 counter -2, TPT1 inh -3, Efflux pump mplx 0.0, ZTA counter -6, PREPL inhibitor 16, EBNA-1 inhibitor -7 and CTSL1 counter 2.
CN(CC(=O)Nc1ccc(OC(F)(F)F)cc1)C1CCCCC1 was read as PP5 inh 1.9, core dimer inh -2, PP1 counter 4, TPT1 inh -1, Efflux pump mplx -0.1, ZTA counter -3, PREPL inhibitor 2, EBNA-1 inhibitor -4 and CTSL1 counter 5.
Screening COP(=O)(/C=C/c1ccccc1)C(O)c1ccc(F)cc1 (centres undefined) returned PP5 inh -5.1, core dimer inh 0, PP1 counter -6, TPT1 inh 4, Efflux pump mplx 0.1, ZTA counter -2, PREPL inhibitor -13, EBNA-1 inhibitor -7 and CTSL1 counter 1.
`COc1cccc(C(=O)Nc2ccc(N3CCCC3)cc2)c1` gave PP5 inh 0.6, core dimer inh -28, PP1 counter 6, TPT1 inh 5, Efflux pump mplx 0.0, ZTA counter -3, PREPL inhibitor 19, EBNA-1 inhibitor -2 and CTSL1 counter 2.
CN(C)c1nc(N/N=C/c2ccccc2O)nc(Nc2ccc(F)cc2)n1 was read as PP5 inh 1.3, core dimer inh 2, PP1 counter -1, TPT1 inh -3, Efflux pump mplx 0.1, ZTA counter 11, PREPL inhibitor 13, EBNA-1 inhibitor 7 and CTSL1 counter 4.
For COc1ccc(NC(=O)c2ccc(C)cc2)c(OC)c1 the results were PP5 inh 1.6, core dimer inh -12, PP1 counter -1, TPT1 inh 4, Efflux pump mplx 0.5, ZTA counter -5, PREPL inhibitor 17, EBNA-1 inhibitor -2 and CTSL1 counter -3.
For O=C(Nc1ccc(Cc2ccncc2)cc1)c1ccc(Cl)c([N+](=O)[O-])c1 the results were PP5 inh 4.5, core dimer inh 11, PP1 counter 4, TPT1 inh -3, Efflux pump mplx 0.4, ZTA counter -13, PREPL inhibitor 11, EBNA-1 inhibitor -11 and CTSL1 counter -2.
For O=C1/C(=C/c2ccco2)SC(=S)N1CC1CCCO1 (centres undefined) the results were PP5 inh -1.9, core dimer inh 17, PP1 counter 4, TPT1 inh 8, Efflux pump mplx 0.1, ZTA counter 9, PREPL inhibitor 0, EBNA-1 inhibitor -2 and CTSL1 counter 4.
For O=C(Cn1ccc(NC(=O)OCc2ccccc2)nc1=O)NCCCN1CCCC1=O the results were PP5 inh -2.5, PP1 counter -4, Efflux pump mplx 0.1, ZTA counter 9 and PREPL inhibitor 9.
`CCOC(=O)C(NC(=O)c1ccc(Cl)cc1Cl)(Nc1ccc(C)cc1)C(F)(F)F` (centres undefined) gave PP5 inh -2.0, core dimer inh -3, PP1 counter -2, TPT1 inh -1, Efflux pump mplx -0.1, ZTA counter 3, PREPL inhibitor -2, EBNA-1 inhibitor -1 and CTSL1 counter 5.
`C=CCNC(=O)c1ccc(CSc2nc3ccccc3s2)cc1` gave PP5 inh 3.1, core dimer inh 6, PP1 counter -1, TPT1 inh 0, Efflux pump mplx -0.2, ZTA counter 8, PREPL inhibitor -20, EBNA-1 inhibitor -1 and CTSL1 counter -6.
`COc1ccccc1CNC(=O)COC(=O)c1cc(-c2ccco2)nc2ccccc12` gave PP5 inh 1.3, core dimer inh 69*, PP1 counter 6, TPT1 inh 3, Efflux pump mplx 0.0, ZTA counter 9, PREPL inhibitor 10, EBNA-1 inhibitor 0 and CTSL1 counter 8.
Screening O=C1C(Cl)=C(Nc2ccccc2O)C(=O)N1c1ccccc1 returned PP5 inh 3.3, core dimer inh 4, PP1 counter 15, TPT1 inh 4, Efflux pump mplx 0.4, ZTA counter 9, PREPL inhibitor 10, EBNA-1 inhibitor 0 and CTSL1 counter 73*.
O=c1[nH]c2cc3c(cc2cc1CN(CC1CCCO1)S(=O)(=O)c1ccc(Cl)cc1)OCCO3 (centres undefined) was read as PP5 inh -0.9, core dimer inh 5, PP1 counter -8, TPT1 inh 1, Efflux pump mplx 0.0, ZTA counter 14, PREPL inhibitor -7, EBNA-1 inhibitor 3 and CTSL1 counter 1.
`CNNC(=S)Nc1cccc(C(F)(F)F)c1` gave PP5 inh 0.1, core dimer inh -4, PP1 counter -1, TPT1 inh -2, Efflux pump mplx 0.0, ZTA counter 0, PREPL inhibitor -2, EBNA-1 inhibitor 18 and CTSL1 counter -2.
CC(=O)N1CCC(C(=O)NCCOc2cccc(C)c2)CC1 was read as PP5 inh 0.9, core dimer inh -5, PP1 counter 1, TPT1 inh 1, Efflux pump mplx -0.1, ZTA counter 1, PREPL inhibitor -12, EBNA-1 inhibitor -3 and CTSL1 counter 5.
O=c1c(-c2ccccc2)c(O)nc2ccccn12 was read as PP5 inh 1.2, core dimer inh -1, PP1 counter -9, TPT1 inh -4, Efflux pump mplx -0.2, ZTA counter -10, PREPL inhibitor 6, EBNA-1 inhibitor -4 and CTSL1 counter 2.
`O=C(Nc1sc2c(c1C(=O)O)CCCCC2)c1ccccc1F` gave PP5 inh 1.4, core dimer inh -6, PP1 counter 0, TPT1 inh 0, Efflux pump mplx 0.1, ZTA counter -7, PREPL inhibitor -4, EBNA-1 inhibitor 2 and CTSL1 counter 5.
COc1ccccc1N1CCN(C(=O)Cc2cccs2)CC1 was read as PP5 inh 1.2, core dimer inh 4, PP1 counter 0, TPT1 inh 0, Efflux pump mplx -0.2, ZTA counter -9, PREPL inhibitor 14, EBNA-1 inhibitor 8 and CTSL1 counter -5.
Cc1ccc(C)c(NC(=O)Cn2nnc(C(=O)NCc3ccco3)c2N)c1 was read as PP5 inh 1.6, core dimer inh -5, PP1 counter -4, TPT1 inh 3, Efflux pump mplx 0.0, ZTA counter -6, PREPL inhibitor 3, EBNA-1 inhibitor -18 and CTSL1 counter 2.

Among those listed so far, 5 contain an aryl methoxy group.
COc1ccc(S(=O)(=O)N2CCN(C(=O)c3ccco3)CC2)cc1C(C)(C)C was read as PP5 inh 3.0, core dimer inh 8, PP1 counter 4, TPT1 inh 0, Efflux pump mplx -0.1, ZTA counter 5, PREPL inhibitor -1, EBNA-1 inhibitor -12 and CTSL1 counter -3.
`COc1cccc(C(=O)Nc2ccc(N3CCCC3)cc2)c1` gave PP5 inh 0.6, core dimer inh -28, PP1 counter 6, TPT1 inh 5, Efflux pump mplx 0.0, ZTA counter -3, PREPL inhibitor 19, EBNA-1 inhibitor -2 and CTSL1 counter 2.
For COc1ccc(NC(=O)c2ccc(C)cc2)c(OC)c1 the results were PP5 inh 1.6, core dimer inh -12, PP1 counter -1, TPT1 inh 4, Efflux pump mplx 0.5, ZTA counter -5, PREPL inhibitor 17, EBNA-1 inhibitor -2 and CTSL1 counter -3.
`COc1ccccc1CNC(=O)COC(=O)c1cc(-c2ccco2)nc2ccccc12` gave PP5 inh 1.3, core dimer inh 69*, PP1 counter 6, TPT1 inh 3, Efflux pump mplx 0.0, ZTA counter 9, PREPL inhibitor 10, EBNA-1 inhibitor 0 and CTSL1 counter 8.
COc1ccccc1N1CCN(C(=O)Cc2cccs2)CC1 was read as PP5 inh 1.2, core dimer inh 4, PP1 counter 0, TPT1 inh 0, Efflux pump mplx -0.2, ZTA counter -9, PREPL inhibitor 14, EBNA-1 inhibitor 8 and CTSL1 counter -5.
